NCOA1 inh: SRC1 coactivator transcriptional activity inhibitors, primary screen, cell-based, luminescence | HEK293 GAL4-SRC1 luciferase reporter | inhibition, % at 3.6 µM | hit rate 0.12% among 360,000;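 active = inhibition above the campaign mean plus 3 SD, with each screening campaign given its own cutoff, cut at about 60% in these data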;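 also: 0% = DMSO treated cells and 100% = gossypol at 36 µM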
LRH-1 inv ag: LRH-1 (NR5A2) inverse agonists, primary screen, cell-based, luminescence, HEK293T, StAR-luciferase reporter; Nuclear receptor subfamily 5 group A member 2 (Homo sapiens), O00482; LRH-1 transfected, 24 h; inhibition, % at 3.6 µM; hit rate 0.13% among 360,000;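 active = inhibition above the mean inhibition of all tested compounds plus 3 SD, cut at about 73% in these data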;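 also: 0% = DMSO wells and 100% = reporter-only cells lacking LRH-1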
TWEAK Fn14 block: inhibitors of TWEAK-Fn14 signaling, primary screen, luciferase reporter cells, uHTS; inhibition, % at 10 µM; TWEAK-stimulated Fn14 reporter cells, luciferase luminescence, 8 h; hit rate 2% among 360,000; in the data active = inhibition above about 50%
NOD2 RIPK2 PPI: NOD2-RIPK2 binding disruptors in cells, primary screen, fluorescence, CHO cells, BLA complementation. inhibition, % at 4.98 µM. hit rate 0.38% among 360,000. CCF4 ratio. Receptor-interacting serine/threonine-protein kinase 2 (Homo sapiens), O43353; in the data active = inhibition above about 21%;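 also: 0% = vehicle only and 100% = reference blocker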
Target sequence (O43353 whole entry, looked up): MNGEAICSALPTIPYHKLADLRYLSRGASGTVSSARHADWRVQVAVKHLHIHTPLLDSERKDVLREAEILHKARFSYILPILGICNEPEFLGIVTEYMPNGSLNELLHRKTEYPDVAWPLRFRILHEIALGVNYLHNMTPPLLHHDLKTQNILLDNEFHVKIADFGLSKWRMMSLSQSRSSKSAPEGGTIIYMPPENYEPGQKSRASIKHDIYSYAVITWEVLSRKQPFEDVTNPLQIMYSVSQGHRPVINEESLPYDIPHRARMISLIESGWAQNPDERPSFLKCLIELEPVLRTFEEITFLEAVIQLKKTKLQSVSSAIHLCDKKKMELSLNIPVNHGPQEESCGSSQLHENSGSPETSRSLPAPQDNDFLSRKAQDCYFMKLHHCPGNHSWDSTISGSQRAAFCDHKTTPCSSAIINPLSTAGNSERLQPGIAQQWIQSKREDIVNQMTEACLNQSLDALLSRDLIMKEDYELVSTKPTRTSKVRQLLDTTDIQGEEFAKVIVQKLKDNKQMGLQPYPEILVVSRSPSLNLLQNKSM
TROY NFkB inh: inhibitors of TROY-driven NF-kB signaling, primary screen, Q293 LMP1-TROYcd cells, NF-kB luciferase, uHTS; Q293 LMP1-TROYcd NF-kB luciferase reporter, 4 h; inhibition, % at 10 µM; hit rate 0.98% among 360,000; AID 1347056, 2019;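 active = compounds whose plate-normalised and pattern-corrected inhibition of the luciferase reporter signal at the single screening dose is 50% or more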
NCOA2 inhibitor: inhibition of GAL4-SRC2 driven luciferase reporter, primary screen, SRC2 inhibitor project, cell-based, luminescence | hit rate 0.17% among 370,000 | HEK293 GAL4-SRC2 luciferase reporter | Nuclear receptor coactivator 2 (Homo sapiens), Q15596 | AID 651957, 2012 | inhibition, % at 9 µM;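 active = inhibition above the mean inhibition of all tested compounds plus 3 SD, set per campaign, cut at about 52% in these data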;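 also: 0% = DMSO treated cells and 100% = cells given Gossypol at 36 µM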
Granule exo inh: LAMP-1 surface exposure blockers, TALL-104 cells – cell-based, flow cytometry, MLPCN library, primary screen; TALL-104 LAMP-1 surface exposure; cells stimulated with thapsigargin and PMA; inhibition, % at 10 µM; hit rate 0.66% among 360,000;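 active = inhibition above about 55%, limit read from the data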
ABHD5 PLIN5 PPI: ABHD5-PLIN5 interaction inhibitors, primary screen, cell lysate, split luciferase complementation, luminescence; Perilipin-5 (Homo sapiens) + 1-acylglycerol-3-phosphate O-acyltransferase ABHD5 (Homo …; Split G. princeps luciferase complementation, 4 h; hit rate 0.78% among 360,000; AID 602281, 2012; inhibition, % at 4 µM;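 active = inhibition above the mean inhibition across every tested compound plus 3 SD, cut at about 22% in these data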;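 also: 0% = DMSO only wells and the 100% control is not disclosed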
TLR9-MyD88 block: inhibitors of TLR9-MyD88 association in cells, primary screen, cell-based, CHO, BLA complementation, fluorescence; inhibition, % at 4.98 µM; hit rate 0.21% among 340,000; CCF4 FRET ratio; Toll-like receptor 9 (Homo sapiens) + Myeloid differentiation primary response protein …;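 active = inhibition above the mean over all tested compounds plus 3 SD, cut at about 21% in these data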;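 also: 0% = DMSO only wells and 100% = clavulanate BLA inhibitor control wells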
COUP-TFII inh: NR2F2 transcriptional activity inhibitors, primary screen, cell-based, luciferase reporter, HEK293T, luminescence | AID 686940, 2013 | hit rate 0.7% among 370,000 | HEK293T NGFI-A luciferase reporter | inhibition, % at 8.6 µM;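 active = inhibition above a per-plate cutoff, mean inhibition of test wells between control levels plus 3 SD, cut at about 38% in these data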;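 also: cells cotransfected with COUP-TFII expression vector driving the NGFI-A reporter; 0% = median of COUP-TF2 test wells and 100% = reporter-only cells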
Target sequence (P24468 whole entry, looked up): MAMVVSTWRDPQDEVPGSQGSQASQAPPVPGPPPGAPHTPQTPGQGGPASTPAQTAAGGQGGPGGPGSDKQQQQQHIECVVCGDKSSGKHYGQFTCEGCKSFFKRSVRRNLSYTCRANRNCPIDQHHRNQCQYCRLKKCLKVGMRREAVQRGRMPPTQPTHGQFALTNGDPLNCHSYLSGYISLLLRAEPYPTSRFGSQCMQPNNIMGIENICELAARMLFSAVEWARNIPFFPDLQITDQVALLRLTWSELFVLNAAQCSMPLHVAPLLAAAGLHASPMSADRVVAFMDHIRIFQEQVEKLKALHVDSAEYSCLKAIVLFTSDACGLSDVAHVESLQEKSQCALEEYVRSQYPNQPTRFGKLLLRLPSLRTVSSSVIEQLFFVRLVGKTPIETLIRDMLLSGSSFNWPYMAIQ
SRC3 inh: SRC3 coactivator transcriptional activity inhibitors, primary screen, cell-based, luminescence. AID 588352, 2011. hit rate 0.17% among 360,000. HEK293 GAL4-SRC3 luciferase reporter. inhibition, % at 3.6 µM. Nuclear receptor coactivator 3 (Homo sapiens), Q9Y6Q9;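 active = inhibition above a per-campaign cutoff, the mean of all compounds plus 3 SD, cut at about 60% in these data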;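 also: 0% = DMSO-treated cells and 100% = gossypol-treated cells at 36 µM; higher means less SRC3-driven luciferase light from the GAL4 reporter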
* marks the source's active call; other numbers are inactive results; x = no result given. A portion of the library (hit frequency here may not be typical).

SMILES	NCOA1 inh	LRH-1 inv ag	TWEAK Fn14 block	NOD2 RIPK2 PPI	TROY NFkB inh	NCOA2 inhibitor	Granule exo inh	ABHD5 PLIN5 PPI	TLR9-MyD88 block	COUP-TFII inh	SRC3 inh
CN(C(=O)c1cccc(NC(=O)c2cccs2)c1)c1ccccc1	-15	-10	13	-5	2	-12	31	2	3	23	-6
CCCC(C)c1nnc(NC(=O)CCS(=O)(=O)c2ccccc2)s1 (stereo not given)	-2	-5	57*	-5	4	1	11	-8	-1	-2	0
Cc1cc(C)n(-c2nc(C)nc3sc4c(c23)CCC(C)C4)n1 (stereo not given)	-3	-17	-16	-3	17	0	3	0	4	13	2
O=[N+]([O-])c1ccccc1S(=O)(=O)Nc1ccc(S(=O)(=O)N2CCCC2)cc1	5	-4	-10	3	-8	11	-3	33*	-10	-8	6
Cc1cc(C)c(S(=O)(=O)Cc2ccccc2)c(Cl)n1	-10	-14	18	-12	2	2	0	4	-1	7	-14
CN(C)c1ccc(-c2nc3ccccc3n2C)cc1	-59	-118	43	-7	-3	8	-1	-1	-9	2	-56
O=C(O)[C@@H]1CCCN1C(=O)c1ccco1	-6	22	-8	-3	7	9	7	4	-14	4	14
CC(Sc1ncnc2sccc12)C(=O)Nc1ccc(S(=O)(=O)N2CCOCC2)cc1 (stereo not given)	-3	3	-6	-14	4	10	4	-7	6	14	1
Cc1cc(C)c(C#N)c(SCc2ccccc2C(=O)O)n1	-10	-10	-26	-14	19	-3	-2	-11	2	2	13
COc1ccccc1N1CCN(C(CNS(=O)(=O)c2cccs2)c2cccnc2)CC1 (stereo not given)	12	-9	6	-2	6	-10	7	-9	1	6	3
COCCn1c(SCC(=O)Nc2ccc(C)cc2)nc2c(oc3ccccc32)c1=O	-4	2	-12	-4	-10	-18	1	-3	-2	5	7
CCOC(=O)[C@@H]1[C@H]2COc3cc(OC)ccc3[C@@H]2N2C(=O)N(c3ccc(C)cc3)C(=O)[C@]12C	5	17	3	6	-5	23	-6	-9	2	-1	-1
COC(=O)C1CCN(C(c2cc(OC)c(OC)c(OC)c2)c2sc3nc(C)nn3c2O)CC1 (stereo not given)	-9	1	17	-9	-7	-21	4	-2	-5	-13	1
CSc1ccccc1NC(=O)c1ccccc1N(C)S(C)(=O)=O	-4	-2	-3	-3	8	-7	1	-8	-11	3	5
CSc1ccc(S(=O)(=O)Nc2c(C)n(C)n(-c3ccccc3)c2=O)cc1	2	14	-18	3	13	-22	-5	-1	-5	8	-13
CCS(=O)(=O)N1CCC(NC(=O)C(Cc2cc(OC)ccc2OC)NC(C)=O)CC1 (stereo not given)	-6	-6	-18	-3	17	-5	0	-5	-3	-5	-2
Cc1ccc(C(=O)Nc2ccccc2C(=O)NC(C(=O)O)C(C)C)cc1 (stereo not given)	-6	-31	-35	-9	-52	-35	-2	-6	-7	-9	-26
Cc1ccc(N2C(=O)C3NN=C(C(=O)OCc4ccccc4)C3C2=O)cc1 (stereo not given)	10	10	6	-5	-10	-16	-2	16	-12	1	25
C=CCn1c(CCCNC(=O)C(C)(C)C)nc2ccccc21	8	-22	-11	3	6	4	-2	0	-6	-6	7
Clc1ccccc1CN1CCN(/N=C/c2ccncc2)CC1	-13	5	-6	11	13	-3	1	-8	3	-12	4

Looked up above:
Cc1cc(C)c(C#N)c(SCc2ccccc2C(=O)O)n1 in TLR9-MyD88 block has 2
Cc1cc(C)c(S(=O)(=O)Cc2ccccc2)c(Cl)n1 in TROY NFkB inh has 2

More compounds follow.
SMILES	NCOA1 inh	LRH-1 inv ag	TWEAK Fn14 block	NOD2 RIPK2 PPI	TROY NFkB inh	NCOA2 inhibitor	Granule exo inh	ABHD5 PLIN5 PPI	TLR9-MyD88 block	COUP-TFII inh	SRC3 inh
CCCc1cc(=O)[nH]c(/N=C(\N)Nc2ccccc2)n1	-4	4	-6	-6	-19	-2	-3	3	5	15	8
CC(C)(C)SCCNC(=O)/C=C/c1ccccc1	-71	-64	2	1	-82	-31	-2	-6	x	-53	-55
CC(C)Cn1nc(NS(=O)(=O)c2cccc3nonc23)c2cc3ccccc3nc21	-18	4	4	1	6	-15	7	1	2	-11	-20
COc1ccccc1NS(=O)(=O)c1cc(NC(=O)CC(C)(C)C)ccc1N1CCOCC1	8	-1	4	-5	-14	3	0	7	x	6	7
O=C(CN1CCN(S(=O)(=O)c2ccc(Cl)cc2)CC1)c1ccc(O)c(O)c1	-13	6	-6	-19	-18	x	-14	13	2	x	10
CC1(C)Oc2ccc3ccc(=O)oc3c2CC1O (stereo not given)	5	8	-11	-5	27	5	4	-5	-7	5	8
Cc1cc(C)nc(NC(=O)Nc2ccc3c(c2)OCO3)c1	-78	-95	17	5	-58	-44	-3	-4	-5	-9	-74
COc1cccc(NC(=O)CN(C)C(=O)Cc2cccc3ccccc23)c1	-1	-18	3	0	-1	6	0	1	9	6	-11
Cc1ccnc(SCc2cc(=O)c(OC(=O)c3cc([N+](=O)[O-])ccc3Cl)co2)n1	-21	4	1	8	-13	-30	0	2	1	13	-6
CCOc1ccc(NC(=S)N2CCN(S(=O)(=O)c3ccccc3)CC2)cc1	-34	0	4	-7	-11	-1	38	-9	-10	-2	-5
O=C(CN(Cc1ccco1)C(=O)c1cc(=O)[nH]c2ccccc12)Nc1ccccc1C(F)(F)F	4	3	-9	4	2	-2	4	4	0	2	-6
COCOc1cccc(CN2CCC2(C)C(=O)Nc2ccc(C)cc2)c1 (stereo not given)	3	-9	-35	-1	6	11	-1	5	x	1	-3
O=C1NC[C@H](CCCCN2C[C@H](Cc3ccccc3)N(CC3CCCCC3)C(=O)C2=O)N(CC2CCCCC2)C1=O	x	4	-4	-16	-8	-37	13	-4	x	-11	x
CCn1ncc(CN2CCCC(CNC(=O)c3ccc(F)cc3)C2)c1C (stereo not given)	-3	6	0	-4	-9	-2	-2	6	3	7	3
O=c1c2ccccc2sc2ccc(NCCCN3CCOCC3)cc12	-88	-123	-50	6	-43	-91	-1	1	3	-35	-90
CCS(=O)(=O)N1CCC(C(=O)NCCCN2CCN(c3ccccc3F)CC2)CC1	-6	-10	-5	-3	-3	-6	1	1	6	-7	8
COc1ccccc1C(c1nnnn1C(C)(C)C)N1CCCc2ccccc21 (stereo not given)	8	14	15	8	1	-1	4	6	-2	-10	26
COc1ccc(-c2sc3cc4c(cc3c2C#CC2(O)CCCCC2)OCO4)cc1	0	-4	-12	-1	-8	-9	-6	-12	-3	4	-10
CS(=O)(=O)c1ccc(NC(=O)C2CCCN(C(=O)c3ccc(Cl)cc3)C2)cc1 (stereo not given)	10	10	9	-20	-5	-8	6	7	6	8	13
O=C(Cn1cc(C(F)(F)F)cc(Cl)c1=O)NCc1ccccc1	-36	-44	12	3	-29	-33	-14	6	-5	-39	-62
CC(C)(C)NC(=O)C(c1ccc(O)cc1)N(C(=O)Cn1nnc(-c2ccc(F)cc2)n1)c1ccccc1F (stereo not given)	11	9	21	6	8	6	0	-13	0	21	20
CCOC(=O)c1c(C)nc2c(c1-c1cc(OC)ccc1OC)C(=O)c1ccccc1-2	2	3	-8	-1	6	-21	-3	-1	0	0	6
O=C(Nc1cc(Cl)cc(Cl)c1)c1ccc(Cn2c(=O)[nH]c3ccsc3c2=O)cc1	6	9	-43	-10	-5	x	-4	8	1	x	10
CCOc1ccccc1CN1C(=O)c2ccccc2C1C(=O)NC(C)CC (stereo not given)	0	13	-23	-4	-2	-16	5	1	2	-10	-1
C/C(=N/n1cnnc1)c1cccnc1	-6	-11	12	-3	9	18	-3	1	-3	5	1
CCN1CCN(C(=O)c2cc3cc(Cl)ccc3[nH]2)CC1	10	2	7	4	4	-10	9	0	-5	-3	-15
C[C@@H]1CN([C@H](C)CO)C(=O)CCCn2cc(nn2)CO[C@H]1CN(C)C(=O)Nc1ccccc1C(F)(F)F	7	-17	9	3	10	5	-2	5	3	-15	-5
CCOC(=O)c1c(-c2ccccc2)csc1NC(=O)CSc1nc(C)cc(C)n1	7	-24	35	-6	32	25	7	-3	-6	13	8
O=C(Oc1ccc(OC(=O)c2ccco2)c(S(=O)(=O)c2ccc(Cl)cc2)c1)c1ccco1	0	0	-5	4	9	-1	-6	5	7	8	14
CCOc1cc(/C=N/N=C/c2ccc(O)c(OCC)c2)ccc1O	-13	28	-17	5	-2	-17	-6	-10	1	-2	-3
COc1ccc([N+](=O)[O-])cc1N(CC(O)CN(C)C)S(=O)(=O)c1ccc(C)cc1 (stereo not given)	-23	-6	2	-5	6	-20	4	-2	-2	-2	13
CC(=O)NCCNc1nc2c(-c3ccccc3)nnn2c2ccccc12	-4	37	-25	-2	-22	-8	6	5	-5	-26	-16
COc1ccc(-c2noc(CCCC(=O)NC3CCCCC3)n2)cc1OC	2	7	-3	4	8	8	-6	-8	10	-8	8
Cc1ccc(NC(=O)CS(=O)CC(=O)N(C(C)C(=O)NC2CCCCC2)C(C)(C)C)cc1 (stereo not given)	-16	-5	0	-12	-10	-7	0	-1	4	8	10
CC(C)n1nc(C(=O)Nc2nnc(C3CC3)s2)c2ccccc2c1=O	4	-2	-2	-12	-19	-2	-3	6	-7	4	3
CC(=O)Nc1ccc(N/C=C/C(=O)C(C)(C)C)cc1	13	21	-19	-2	-30	-5	-5	-7	0	11	-1
CCn1cc(Br)c(-c2nc3ccccc3c(=O)n2N)n1	-20	-21	-2	-4	-15	-31	-6	0	0	-30	-16
COc1ccc(C(=O)N/N=C/c2ccccc2C(=O)O)cc1OC	0	4	4	-10	12	-20	5	3	-3	-7	8
CCN1CCc2nc(NC(=O)Cc3ccc4c(c3)OCCO4)sc2C1	-3	-12	0	-11	19	-11	-4	11	-1	-10	2
Cc1nn(Cc2ccccc2)c(C)c1/C=N/NC(=O)c1ccncc1	6	-9	2	-5	9	11	8	9	2	-19	10
CCN(CC)S(=O)(=O)c1ccc(/C=C/C(=O)OCC(=O)NCc2cccs2)cc1	-6	1	15	10	27	-4	-2	-2	13	-3	-5
O=[N+]([O-])c1ccc(Oc2ccc(-c3nnco3)cc2)c(Cl)c1	9	36	-1	-6	-12	13	6	2	-5	2	11
Cc1ccc(OCc2nnc(SCC(=O)Nc3nccs3)n2-c2ccccc2)cc1C	-2	2	2	7	-5	-5	0	-2	-1	9	-4
COc1ccc(N(/N=C2\Sc3ccccc3C2=O)C(C)=O)cc1	-108	-98	2	1	9	-44	-1	9	6	-13	-68

Screening results deposited in PubChem by several laboratories.
